NPR1 activator = GC-A (human) enzyme activation; P16066; HEK293 GC-A cells, cGMP TR-FRET, EC30 ANP; 0% at EC30 ANP, 100% saturating ANP; activation, % at 10 µM; actives 0.14% (n = 370,000); AID 1671463; in the data active = activation above about 40%
hgDAF12 agonist = hgDAF-12 agonism, primary luciferase screen; HEK293 GAL4-hgDAF12 UAS-luciferase reporter, agonist luminescence; normalized to butyrate control; activation, % at 6.8 µM; actives 1.8% (n = 370,000);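 active = activation above a cutoff set at the mean of all screened compounds plus 3 SD, cut at about 10% in these data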;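 note: 0% = DMSO wells and 100% = sodium butyrate wells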
HGIII-sPLA2 inh = Blocks human group III sPLA2 activity; QFRET BODIPY PC-A2 liposome hydrolysis, fluorescence; Q9NZ20; inhibition, % at 12.2 µM; actives 0.56% (n = 370,000); AID 743126;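 active = inhibition above mean plus 3 SD of compounds lying within the high and low control bounds, cut at about 19% in these data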;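 note: 0% = median of test compound wells and 100% = no enzyme DMSO wells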
proKLK7 act = proKLK7 (human) activation, primary screen. purified proKLK7, EDANS-DABCYL substrate fluorescence; 100% is mature enzyme control, 0% vehicle. activation, % at 7 µM. actives 0.9% (n = 370,000);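 active = activation above the mean of all tested compounds plus 3 SD, computed per campaign excluding outliers beyond control limits, cut at about 13% in these data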
GC-B act = GC-B (human) receptor activation. P20594. HEK293-GC-B cells, CNP EC30, cGMP TR-FRET; 0% at EC30 CNP, 100% saturating CNP. activation, % at 10 µM. actives 0.11% (n = 370,000);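 active = activation at 10 µM reaching about 35% in either raw or pattern-adjusted values, limit read from the data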
Target sequence (P20594 whole entry, looked up): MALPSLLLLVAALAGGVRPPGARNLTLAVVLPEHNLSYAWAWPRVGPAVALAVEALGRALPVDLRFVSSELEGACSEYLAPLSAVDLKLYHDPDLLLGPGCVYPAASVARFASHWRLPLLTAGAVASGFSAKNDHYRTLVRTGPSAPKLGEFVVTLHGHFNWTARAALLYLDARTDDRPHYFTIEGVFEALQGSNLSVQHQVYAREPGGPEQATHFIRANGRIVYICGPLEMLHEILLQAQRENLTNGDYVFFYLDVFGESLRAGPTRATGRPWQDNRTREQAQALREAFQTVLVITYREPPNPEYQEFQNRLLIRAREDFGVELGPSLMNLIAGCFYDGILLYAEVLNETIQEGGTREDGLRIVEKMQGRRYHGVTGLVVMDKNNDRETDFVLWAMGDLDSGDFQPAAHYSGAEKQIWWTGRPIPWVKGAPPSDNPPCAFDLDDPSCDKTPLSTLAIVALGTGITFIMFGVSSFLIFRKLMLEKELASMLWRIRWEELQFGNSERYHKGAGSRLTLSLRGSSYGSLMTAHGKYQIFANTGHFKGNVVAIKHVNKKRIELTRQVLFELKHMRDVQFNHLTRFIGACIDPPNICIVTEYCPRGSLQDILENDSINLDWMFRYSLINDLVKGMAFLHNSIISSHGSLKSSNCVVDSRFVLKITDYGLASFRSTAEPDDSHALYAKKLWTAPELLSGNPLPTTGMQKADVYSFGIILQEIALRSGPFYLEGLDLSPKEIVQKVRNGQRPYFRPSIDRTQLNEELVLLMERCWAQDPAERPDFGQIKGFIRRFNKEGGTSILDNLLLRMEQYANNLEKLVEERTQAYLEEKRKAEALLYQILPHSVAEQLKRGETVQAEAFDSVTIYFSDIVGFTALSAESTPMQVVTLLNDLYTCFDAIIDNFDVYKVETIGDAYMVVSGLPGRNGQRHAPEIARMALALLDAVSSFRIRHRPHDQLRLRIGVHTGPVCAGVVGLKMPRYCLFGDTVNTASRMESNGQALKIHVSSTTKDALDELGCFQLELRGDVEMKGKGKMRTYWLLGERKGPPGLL
hcDAF12 agonist = H. contortus DAF-12 activation, primary screen; actives 1.4% (n = 370,000); activation, % at 6.8 µM; HEK293 hcDAF-12 lit1-tk-luc reporter, luminescence; 0% DMSO, 100% Δ7-dafachronic acid;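 active = activation above the mean of all tested compounds plus 3 SD, cut at about 5.5% in these data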;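 note: 100% = response to 3 µM Δ7-dafachronic acid high control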
FXN GAA850 act = increases GAA850 frataxin promoter reporter activity. actives 0.56% (n = 360,000). activation, % at 6 µM. HEK293 lucGAA850 FXN promoter luciferase reporter, 24 h; percent of 10 µM SAHA response;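 active = activation above the average of all compounds screened plus 3 SD, cutoff fixed separately per campaign, cut at about 7.5% in these data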;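 note: 0% = DMSO wells and 100% = 10 µM SAHA wells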
DAX1 inh-1 = inhibits human nuclear receptor DAX1 | HEK293 Gal4-DAX1 luciferase reporter, luminescence | inhibition, % at 6.75 µM | P51843 | AID 504766 | actives 0.99% (n = 340,000);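 active = inhibition above the mean over all tested compounds plus 3 SD, cut at about 4.2% in these data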;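 note: 0% = DAX1-transfected cells with DMSO and 100% = empty-vector control cells with DMSO; inhibition shows as a rise in luminescence from relieved DAX1 repression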
ssDAF-12 act = activates DAF-12 receptor from parasite S. stercoralis; AID 652126; HEK293 ssDAF-12/GRIP1 lit1-tk-luc reporter, luminescence; % of 3 µM dafachronic acid response; actives 1% (n = 370,000); activation, % at 6.8 µM;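 active = activation above the mean over all tested compounds plus 3 SD, cut at about 0.9% in these data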;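 note: 0% = DMSO-only wells and 100% = 3 µM delta7-dafachronic acid wells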
SMARCA2 activ = increases SMARCA2 function in MMTV reporter cells. activation, % at 9.1 µM. MG213 cells, MMTV-luciferase reporter, dexamethasone, overnight. actives 1% (n = 370,000); in the data active = activation above about 7.8%;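 note: 0% = vehicle wells and 100% = reference activator wells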
DAX1 inh-2 = DAX1 (NR0B1) inhibition, primary screen; AID 652010; HEK293T StAR-luciferase reporter, SF-1/DAX-1 repression relief; actives 1.1% (n = 370,000); inhibition, % at 6.8 µM;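 active = inhibition above the mean over all tested compounds plus 3 SD, cut at about 3.6% in these data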;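 note: 0% = DAX-1 cells with DMSO and 100% = cells lacking DAX-1 with DMSO; higher inhibition means more luminescence from relief of DAX-1 repression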
* marks the source's active call; other numbers are inactive results; / = not tested or not shown.

SMILES	NPR1 activator	hgDAF12 agonist	HGIII-sPLA2 inh	proKLK7 act	GC-B act	hcDAF12 agonist	FXN GAA850 act	DAX1 inh-1	ssDAF-12 act	SMARCA2 activ	DAX1 inh-2
COc1ccccc1CNC(=O)Cn1cnnn1	4	-1.0	18	-0.5	1	0.5	-0.2	0.2	-2.1	-1	-0.3
CN(C)CCCOC(=O)c1sc2ccccc2c1Cl	3	-1.9	4	-0.1	-1	0.8	1.2	-1.6	-0.4	-3	1.3
CC(C)CCN1C(=O)c2ccc(C(=O)NCc3ccco3)cc2C1=O	-2	0.6	-10	-0.2	0	0.6	-0.8	2.0	-1.0	1	0.2
COCCOC(=O)C1=C(C)NC(=O)NC1/C=C/c1ccccc1 (stereo unspecified)	3	-3.5	0	0.0	3	-0.7	1.2	-0.2	-0.8	0	-0.5
CC(CNC(=O)C(C)C)NC(=O)C(C)C (stereo unspecified)	4	1.2	-7	0.5	4	-0.1	3.5	-0.1	-1.1	-1	0.0
CS(=O)(=O)N1CCCCC1c1cc(C(=O)Nc2ccccc2)no1 (stereo unspecified)	1	11*	3	0.2	-4	2.4	2.4	/	-0.5	3	6.7*
O=C(NCc1cccnc1)c1csc([C@@H]2C[C@H](O)[C@@H](CO)O2)n1	1	2.0	13	0.0	0	-1.1	-0.1	/	-0.9	0	0.5
COc1ccccc1Cc1c(-c2ccc(F)cc2)nc2c(C)cc(Br)cn12	-3	0.0	-1	-4.2	-4	3.1	/	/	-0.8	-2	0.2
O=C(O)CN=C(NS(=O)(=O)c1ccc(Cl)cc1)c1ccccc1	-1	-0.9	7	-1.2	2	-0.5	2.2	-0.8	-0.3	-5	-0.3
Cc1cccc(C)c1OC1(c2ccccc2)OC(=O)c2ccccc21 (stereo unspecified)	-10	0.9	-11	-0.4	-4	0.3	0.2	-0.8	-1.1	-3	-0.9
Cc1onc(-c2ccccc2)c1C(=O)N1CCC(C)(C(=O)O)C1 (stereo unspecified)	0	-1.1	3	0.2	4	-1.0	-2.0	/	-0.9	0	-0.5
O=C(O)c1n[nH]c2c1CCCC2	1	1.2	4	0.7	-7	0.2	-0.4	1.0	-1.0	1	0.5
C/C(=N/NC(=O)c1ccoc1C)c1ccc(NC(=O)C2CCCC2)cc1	0	15*	-1	-0.2	2	6.0*	4.5	2.2	0.2	2	6.1*
CCCC(=O)NNC(=O)CC(=O)Nc1ccccc1C(=O)O	7	2.0	8	0.1	-6	-1.4	1.2	-0.3	-1.0	-4	0.1
O=C(OCc1cccnc1)C1=Cc2ccccc2OC1	-5	14*	-5	3.2	-3	-1.3	2.1	-0.9	-1.2	0	0.6
CCCCN1CCN(C(=O)c2cn(C(C)c3ccccc3)nn2)CC1 (stereo unspecified)	-1	1.0	1	-0.6	-3	-0.2	/	/	-1.4	-4	-0.3
O=C(Nc1ccccc1)C1C2/C=C\CCCCC21 (stereo unspecified)	4	8.4	0	0.1	-6	-1.2	2.8	-1.6	-1.7	2	-0.8
Cc1ccc(C(=O)Oc2ccc(N3C(=O)CCC3=O)c(C)c2)cc1	5	-1.5	-2	-0.5	1	0.8	2.4	1.6	-0.9	-1	-0.7
O=C(Cc1ccc(Cl)cc1)NC(=S)Nc1ccccc1N1CCOCC1	-2	-5.5	-18	0.4	-5	-1.8	0.3	-1.9	-1.8	6	-0.2
COc1ccc(/C=N/NC(=O)c2cc(-c3cccc(C)c3)nc3ccccc23)cc1O	1	0.7	-32	-3.5	5	-3.1	-1.9	-3.4	-1.6	8.8*	-0.9

Printed as active in SMARCA2 activ (from the list above):
SMILES,NPR1 activator,HGIII-sPLA2 inh,proKLK7 act,GC-B act,hcDAF12 agonist,DAX1 inh-1,ssDAF-12 act,SMARCA2 activ,DAX1 inh-2
COc1ccc(/C=N/NC(=O)c2cc(-c3cccc(C)c3)nc3ccccc23)cc1O,1,-32,-3.5,5,-3.1,-3.4,-1.6,8.8*,-0.9

(cont.)
SMILES	NPR1 activator	hgDAF12 agonist	HGIII-sPLA2 inh	proKLK7 act	GC-B act	hcDAF12 agonist	FXN GAA850 act	DAX1 inh-1	ssDAF-12 act	SMARCA2 activ	DAX1 inh-2
C=CCN1C[C@H](COC(=O)c2cccc(C)c2)Oc2cccc(F)c2S1(=O)=O	2	-2.8	-1	0.1	-3	-0.9	/	/	-0.7	-1	-1.6
COc1ccccc1N1CCN(C(=O)Cn2c(=O)[nH]c3ccsc3c2=O)CC1	-3	0.0	-4	-0.4	0	-2.0	-1.6	-0.4	-1.5	-1	-0.8
CC(=O)OC(C(=O)NC1CCCCC1)c1ccc(Cl)cc1 (stereo unspecified)	-9	-3.3	3	2.1	-5	-1.4	-1.1	-0.6	-1.2	-3	-0.6
CCOC(=O)N1CCN(C(=O)c2ccc3c(c2)NC(=O)/C(=C\c2cccc(C)c2)S3)CC1	3	0.1	-13	0.0	8	-2.3	1.1	-0.7	-1.4	-2	-2.6
O=C1C(=Cc2cccs2)Oc2ccccc21	-3	9.1	8	0.7	-5	0.3	4.5	1.1	-0.1	8.7*	-0.9
CNc1c(NS(=O)(=O)c2ccc(Cl)cc2)c(=O)oc2ccccc12	-3	-1.3	-22	-0.1	-6	0.0	-2.0	-0.8	-0.7	0	-0.3
O=C(NNC(=O)c1ccc(O)c(Cl)c1)c1cccc(S(=O)(=O)N2CCOCC2)c1	0	0.6	-7	0.5	-4	-0.5	1.0	-0.1	-0.5	-2	0.3
Cc1ccc(C)c(NC(=O)Nn2cnnc2)c1	5	-0.4	1	-0.1	2	-1.6	3.7	0.6	-0.7	0	-0.2
CC1CC(C)CN(CCCNC(=O)CN2C(=O)c3cccnc3Oc3ccccc32)C1 (stereo unspecified)	-4	-0.2	5	-0.1	-2	-1.1	-2.6	1.8	-1.3	6	-0.9
CCn1cc(C(=O)Nc2ccc(Oc3cccnc3)cc2)c2ccccc21	-2	7.2	-10	-0.3	-8	-0.7	/	/	-0.9	0	-0.2
CCOc1cc(/C=C/C(=O)OCC(=O)NCCN2C(=O)CSC2=O)ccc1OCC(C)C	3	4.3	-29	0.7	8	0.2	0.6	0.2	-1.3	0	-0.8
CSc1ccccc1C(=O)Nc1ccccc1C	3	2.8	0	0.8	4	-0.4	0.3	-0.1	-0.7	-1	-0.3
CCN(CC(=O)Nc1c(F)cccc1F)C(=O)c1cccnc1SC	2	-0.6	-2	-0.1	-4	0.5	0.6	0.7	-0.8	-2	-0.1
O=C(O)CCC(=O)Nc1ccc(Br)c(Cl)c1	-5	-1.3	-6	0.0	0	-0.8	2.9	-1.2	-1.8	1	-0.3
O=C(NCc1cccs1)C1CCCN1C(=O)Nc1cccc(Cl)c1 (stereo unspecified)	2	2.3	6	0.1	4	-1.4	2.1	0.8	-0.8	5	0.2
Cc1cc(N2CCCC2=O)cc(C)c1S(N)(=O)=O	0	0.5	1	0.7	5	-1.3	0.3	-0.1	-1.1	2	0.1
Cc1sc(NC(=O)C2CC=CCC2C(=O)O)c(C(=O)OC(C)C)c1C (stereo unspecified)	-3	-0.9	5	0.1	-8	-1.3	-1.8	0.6	-1.4	-4	-0.3
O=C(CN1C(=O)C(=O)c2ccccc21)OCN1C(=O)c2ccccc2C1=O	-5	5.6	4	0.5	3	0.7	0.3	-0.6	0.2	-3	-0.1
CCN(CC)c1ccc(N2C(=NC(=O)C3CC3)SC3CS(=O)(=O)CC32)cc1 (stereo unspecified)	3	-0.3	3	0.6	-3	-1.3	5.0	-0.3	-1.0	0	0.0
Cc1noc(C)c1S(=O)(=O)N1CCCC(C(=O)N2CCC(C)CC2)C1 (stereo unspecified)	0	-1.7	8	1.1	-3	-1.2	0.7	-0.3	-0.8	3	-0.2
CN(Cc1ccccc1)C(=O)CCn1c(=O)oc2ccccc21	-2	0.0	1	-0.2	4	-2.0	-0.4	0.6	-0.7	-1	0.2
O=C(N/N=C/c1ccc(Cl)cc1)c1n[nH]c2c1CCCC2	3	4.2	21*	-0.9	-12	2.6	5.5	-1.4	0.8	0	0.1
Clc1cccc(OCCOCCN2CCNCC2)c1Cl	-3	2.1	18	-0.1	-3	-0.7	-0.4	/	-0.9	-3	-0.4
CCn1c(SCc2nc3ccccc3[nH]2)nnc1-c1ccccc1OC	-5	-0.1	-9	-0.6	-10	2.2	-2.6	-0.6	-0.5	-1	0.4
CCC(C)NS(=O)(=O)c1ccc(NC(=O)C2CCN(C(=O)c3ccco3)CC2)cc1 (stereo unspecified)	-3	0.7	-4	-0.1	-7	-1.3	-0.9	0.2	-0.2	0	0.0
Cc1ccc(NC(=O)CN(C)C(=O)c2ccc(-n3cncn3)c([N+](=O)[O-])c2)cc1	1	-2.8	10	-0.4	-1	0.1	0.5	-1.0	-1.2	1	-1.3
O=C1C(=O)N(CCN2CCOCC2)C(c2ccccn2)/C1=C(/O)c1ccc(F)cc1 (stereo unspecified)	3	1.3	-3	0.1	-2	-0.8	0.8	-1.0	-1.0	-6	0.5
CCSc1cnn(-c2ccccc2)c(=O)c1SCC	2	1.4	0	0.5	-6	-1.5	0.7	0.6	-1.6	-1	0.5
N#Cc1c(NC(=O)COC(=O)C2CC3C=CC2C3)oc(-c2ccccc2)c1-c1ccccc1 (stereo unspecified)	2	-0.5	-11	0.7	8	1.4	0.8	-0.3	-0.5	-3	-0.3
CC(=O)Nc1cc[n+](CC(=O)c2ccc(Cl)cc2)cc1	4	-0.9	5	0.7	7	1.2	-0.7	/	-1.9	-2	0.0
COC(=O)c1ccc2c(C)c(C3(O)CCCCC3)[nH]c2c1	-2	7.0	-34	38*	2	0.4	4.0	3.1	-0.7	4	0.5
OC(c1ccccc1)C(O)C(c1ccccc1)N1CCCCC1 (stereo unspecified)	-10	0.9	-7	0.3	-6	-0.2	2.2	0.7	-0.6	-4	-0.2
CCC1Nc2ncnc(N3CCN(c4ccccc4)CC3)c2N(Cc2ccc(C)cc2)C1=O (stereo unspecified)	-1	-1.8	-1	0.6	-7	-1.8	2.6	1.3	-1.6	-1	-0.2
Cn1ccnc1SCC(=O)Nc1cc(S(=O)(=O)N2CCOCC2)ccc1Cl	-1	-2.5	-3	0.2	5	-0.6	3.5	-0.5	-1.5	1	0.2
Cc1nc2ccccn2c1C(=O)CSc1ccc(Cl)cc1Cl	-1	0.0	-6	-1.0	-2	-1.5	-2.2	-0.9	-0.6	-1	-0.8
N#Cc1ccc2ccn(CC(=O)NC3CCCCC3)c2c1	-3	-0.2	2	0.3	-3	-0.7	-0.1	1.8	-1.3	0	-0.9
COc1cc(/C=N/NC(=O)c2cnccn2)ccc1O	-5	1.4	10	-0.2	-11	-0.7	-0.3	2.1	-1.0	-3	0.0
Fc1ccccc1-c1n[nH]c(=S)n1N=Cc1cccc(OCc2ccccc2)c1	-2	0.5	-7	0.0	0	-4.2	/	/	-1.2	-4	-2.0
Cc1ccnc(N2CCC(C(=O)Nc3ccc4c(c3)OCO4)CC2)n1	0	1.8	7	0.3	1	-0.7	-0.9	-0.6	-1.6	0	-0.6
COc1ccccc1-c1nnc(SCC(=O)N2CCOCC2)n1-c1ccccc1	-2	-1.5	1	0.1	-1	0.9	1.3	1.1	-0.6	0	0.0
